Compound activity deposited in PubChem by National Center for Advancing Translational Sciences (NCATS).
PTAP TSG101 blk – blocks PTAP/TSG101 interaction to inhibit HIV-1 budding | Q99816 | Fluorescence polarization, FITC-PTAP peptide / Tsg101 binding | Potency, µM (titrated, usually from 115 µM), for the others: at the highest dose activity change, negative = inhibition, most hits filed as inhibitors | 340,000 tested, under 10 active; active means well fitted inhibition curve with a large enough effect in the main read-out, with a control signal flat, not every such curve was filed as active; inconclusive means small, poorly fitted or top-dose-only effect, or effect the other way, or a change in a side signal; inactive means no such curve, though single readings can be large or run the other way; further: potency means the concentration at half of the fitted maximal effect; % of control where 0% means no effect
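Fluorescence anisotropy tracks displacement of a FITC-tagged PTAP peptide (50 nM) from the Tsg101 binding domain (10 uM), following a 20 min room-temperature incubation at pH 7.5.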
FBPA coupling cs – inhibits coupling enzyme system, counter-screen for aldolase hits | AID 2472 | coupling enzyme system counterscreen, AmpLite Red fluorescence | activity change, negative = inhibition, % at 58.2 µM, hits read low | hit rate 0.67% among 290,000; in the data active means activity change below about -30%; further: on the % scale 0 is the no-effect control and ±100 the full control effect
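First, compound is pin-transferred into glyceraldehyde-3-phosphate coupling-enzyme reagent at 57.5 uM final and held 10 min at RT. Next, substrate, coupling system and AmpLite Red are added. After 20 min RT, fluorescence (525/598 nm) is read.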
a7 integrin act – activates integrin-mediated alleviation for muscular dystrophy; alpha7betagal myoblasts, beta-gal FDG fluorescence, 48 h; Potency, µM (doses to about 38.3 µM), for the others: at the top dose activation, usual class: activators; hit rate 0.064% among 350,000; AID 624291;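 further: potency means the concentration at half of the fitted maximal effect; 100% = response of the positive control SU9516; nearly all actives have a fitted effect of over 60% in size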
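alpha7betagal+/- myoblasts (passage 13, 250/well) treated 48 h at 37C with compounds at 1:260 dilution of DMSO stock. Lysed, then beta-galactosidase activity read as FDG fluorescence (ex 480/em 540) after 30 min, with pre-read for autofluorescence.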
GALK inh – galactokinase (human) inhibition; Potency, µM (titrated, usually from 57.5 µM), without a hit: top-dose activity change, negative = inhibition, actives largely listed as inhibitors; Purified GALK, Kinase-Glo residual ATP luminescence; AID 1868; hit rate 0.007% among 270,000; P51570; further: potency means the concentration at half of the fitted maximal effect; on the % scale 0 is the no-effect control and ±100 the full control effect
Target sequence (P51570 whole entry, looked up): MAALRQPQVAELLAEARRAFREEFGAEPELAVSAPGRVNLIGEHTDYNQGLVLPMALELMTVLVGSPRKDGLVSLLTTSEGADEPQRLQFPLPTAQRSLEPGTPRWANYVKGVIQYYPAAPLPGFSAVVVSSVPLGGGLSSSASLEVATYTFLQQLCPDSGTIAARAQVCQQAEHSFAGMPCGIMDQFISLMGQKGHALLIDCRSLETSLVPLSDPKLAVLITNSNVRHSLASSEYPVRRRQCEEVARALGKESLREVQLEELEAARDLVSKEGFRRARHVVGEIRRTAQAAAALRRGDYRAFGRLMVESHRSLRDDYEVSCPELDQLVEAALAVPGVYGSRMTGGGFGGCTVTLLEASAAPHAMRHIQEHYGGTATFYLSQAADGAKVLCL
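Human GALK (5 nM) with 35 uM ATP and 100 uM galactose in 20 mM HEPES pH 8.0, 5 mM MgCl2, 60 mM NaCl, 1 mM DTT, 0.01% BSA. After 1 h at room temperature, leftover ATP was read by Kinase-Glo Plus luminescence.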
ASM inhibitor – human S-ASM enzyme inhibition; Potency, µM (titrated, usually from 57.5 µM), inactives show at the highest dose activity change, negative = inhibition, hits mostly inhibitors; hit rate 0.006% among 340,000; placental ASM, HMU-PC fluorogenic substrate, 60 min; P17405; AID 504937; further: potency means the concentration at half of the fitted maximal effect
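Human placenta-derived ASM enzyme was preincubated with compound for 10 minutes at room temperature, then given fluorogenic substrate HMU-PC0 (9 uM final) for 60 minutes at 37 °C; a pH 10 stop preceded fluorescence reading at Ex 386/Em 447 nm.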
Giardia killer – kills Giardia lamblia; Giardia lamblia trophozoite viability; activity change, % at 7.66 µM, hits read low; hit rate 0.15% among 340,000; AID 540267; in the data active means activity change below about -80%; inconclusive means between about -30% and that limit;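 further: parasites exposed to compound for two days anaerobically before the ATP read; on the % scale 0 is the no-effect control and ±100 the full control effect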
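Luminescence from cellular ATP indicates surviving trophozoites (100 cells/well) following 48 hrs anaerobic compound treatment at 37 deg C; signal develops 15-30 min at room temperature.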
PKM2 activator – activators of human pyruvate kinase M2; P14618; purified PKM2, Kinase-Glo ATP luminescence, activation; response scale: 0% is enzyme alone, no compound; Potency, µM (series often up to 57.5 µM), inactives show at the highest dose activation, most hits filed as activators; hit rate 0.34% among 260,000; AID 1631; further: potency means the concentration at half of the fitted maximal effect; on the % scale 0 is the no-effect control and ±100 the full control effect; nearly all actives have a fitted effect of over 55% in size
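Purified hPK-M2 (>95% pure) converted ADP (0.1 mM final) to ATP with 0.5 mM PEP in 50 mM imidazole pH7.2, KCl, MgCl2, Tween 20, BSA; 1 h at room temperature. ATP detected by Kinase-Glo luminescence.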
BCR signal inh – chronic active BCR signaling inhibition; ABC-DLBCL IkBa-CBG/CBR reporter, luminescence ratio, 4 h; Potency, µM (doses to about 46.1 µM), for the others: at the top dose ratio change, negative = lower green/red ratio, actives largely listed as inhibitors; hit rate 0.05% among 340,000; AID 493014; active means well fitted inhibition curve with a large enough effect in the signal ratio, with a control signal flat, not every such curve was filed as active; inconclusive means small, poorly fitted or top-dose-only effect, or effect the other way, or a change in a side signal; the % refers to the signal ratio;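 further: potency means the concentration at half of the fitted maximal effect; plate controls were basal doxycycline-induced cells for no effect and cells given 10 µM MG132 for full effect; MG132 reads +100%, hits lower the ratio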
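Concentration-response series (up to 46 uM) were applied to TMD8 dual-reporter cells for 4 h at 37C with doxycycline. Green/red ratio, after filter-overlap correction, defined %Activity; red signal alone was normalised to basal cells and zero luminescence.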
Tb PFK block – T. brucei PFK enzyme inhibition; AID 485367; T. brucei PFK, ADP-Glo luminescence; hit rate 0.17% among 330,000; Potency, µM (doses to about 57.5 µM), without a hit: at the top dose activity, negative = inhibition, most hits filed as inhibitors; O15648;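 further: potency means the concentration at half of the fitted maximal effect; 0% = uninhibited 1x PFK enzyme wells and -100% = no-enzyme wells; nearly all actives have a fitted effect of over 60% in size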
Target sequence (O15648 whole entry, looked up): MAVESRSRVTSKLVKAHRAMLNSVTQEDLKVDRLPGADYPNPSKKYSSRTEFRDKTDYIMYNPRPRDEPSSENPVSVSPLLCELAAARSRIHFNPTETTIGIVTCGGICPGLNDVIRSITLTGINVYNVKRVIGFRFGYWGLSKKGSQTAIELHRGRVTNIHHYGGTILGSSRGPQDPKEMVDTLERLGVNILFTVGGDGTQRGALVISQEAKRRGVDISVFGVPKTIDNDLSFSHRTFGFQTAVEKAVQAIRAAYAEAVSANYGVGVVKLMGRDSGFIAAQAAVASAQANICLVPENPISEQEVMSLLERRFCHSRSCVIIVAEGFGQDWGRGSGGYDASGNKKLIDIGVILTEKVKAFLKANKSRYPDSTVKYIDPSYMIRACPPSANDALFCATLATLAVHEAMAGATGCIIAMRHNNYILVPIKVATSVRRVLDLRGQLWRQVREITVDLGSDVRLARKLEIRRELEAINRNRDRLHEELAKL
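Activity is normalized to no-enzyme wells (full inhibition) and 1.25 nM enzyme wells (no inhibition). Reaction: 0.5 mM F6P, 0.1 mM ATP, 45 min RT, ADP-Glo luminescence; concentration-response curves fitted and classed by quality.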
B2AR arrestin – agonists driving beta-arrestin recruitment to human beta2-adrenergic receptor; P07550; beta-arrestin recruitment to beta2AR, cell-based reporter; Potency, µM (highest dose often 46.1 µM), without a hit: at the top dose activation, most hits filed as activators; hit rate 0.02% among 330,000;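 further: potency means the concentration at half of the fitted maximal effect; 0% = DMSO controls and full agonism = EC100 isoproterenol or metaproterenol; nearly all actives have a fitted effect of over 65% in size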
Menin-MLL TR inh – displaces Texas Red mutant MLL peptide from human menin. AID 1768. O00255. Menin + Texas Red MLL mutant peptide, fluorescence polarization. hit rate 0.23% among 270,000. Potency, µM (highest dose often 61.6 µM), for the others: at the top dose FP activity change, negative = inhibition, most hits filed as inhibitors; active means well fitted inhibition curve with a large enough effect in the polarisation, with a control signal flat, not every such curve was filed as active; inconclusive means small, poorly fitted or top-dose-only effect, or effect the other way, or a change in a side signal; inactive means no such curve, though single readings can be large or run the other way; the % refers to the polarisation; further: potency means the concentration at half of the fitted maximal effect; % of control where 0% means no effect; many of its hits are not listed in these tables
* hit, by the source's call; ? = inconclusive; nt = no result given; [ ] = remark or other dose. Unless noted, the call rests on the fitted dose curve; in most records, active means well fitted curve in the direction sought with a large enough effect; inconclusive means small, poorly fitted or top-dose-only effect, or another doubt; inactive means no such curve, though single readings can be large; an effect the other way counts as inactive or inconclusive. Not all compounds are listed; count on the stated rates, not on these rows.

| Structure | PTAP TSG101 blk | FBPA coupling cs | a7 integrin act | GALK inh | ASM inhibitor | Giardia killer | PKM2 activator | BCR signal inh | Tb PFK block | B2AR arrestin | Menin-MLL TR inh |
| --- | --- | --- | --- | --- | --- | --- | --- | --- | --- | --- | --- |
| C/C(=N/NC(=O)CN1CCN(S(=O)(=O)c2ccc(Br)cc2)CC1)c1ccncc1 | -2% | 1 | -19% | 5% | 6% | -10 | 1% | -1% | -6% | -0.1% | nt |
| Cc1ccc(N=CC=C2OC(C)(C)C(C)(C)O2)c(C)c1 | -2% | -3 | 3% | -1% | 82%[activator] | 2 | -9% | -11% | -1% | -1.9% | -6% |
| O=C(Cn1cc([N+](=O)[O-])ccc1=O)NC1CCCCC1 | -3% | nt | -17% | nt | 4% | -18 | nt | 2% | 0% | -0.6% | nt |
| O=C(Cc1ccccc1)Nc1nccs1 | 1% | 2 | -13% | 1% | 3% | ? | 3% | 1% | 4% | -0.8% | 1% |
| Cc1ccc(/C=C(\NC(=O)c2ccccc2)C(=O)OCc2ccccc2)cc1 | -6% | 9 | -24% | 0% | -3% | -19 | 0% | -13% | -7% | -0.6% | -5% |
| COC(=O)c1[nH]c2ccc(F)cc2c1NS(=O)(=O)c1ccc(OC)cc1 | 0% | 0 | -1% | nt | 0% | -6 | 22% | ? | 2% | -0.6% | ? |
| Cn1c2c(c(=O)n(C)c1=O)C(c1cccc([N+](=O)[O-])c1)Nc1ccccc1O2 (stereo unspecified) | -3% | 3 | -3% | 0% | -3% | 9 | 3% | -7% | -1% | 0.3% | 6% |
| C/C(=N\NC(N)=O)c1ccccc1 | 0% | 1 | 11% | 1% | 4% | -3 | 0% | 0% | 1% | -0.2% | -14% |
| CCC(=O)NCCN1CCN(C(=O)CC)CC1 | -4% | 0 | -10% | 0% | 1% | 8 | -3% | -2% | -3% | -0.7% | 1% |
| N#Cc1c(N2CCOCC2)nc(N2CCCCC2)c2c1CCN(C1CCCCC1)C2 | -5% | -1 | -7% | 0% | 61%[activator] | 9 | -5% | -8% | -2% | -0.4% | -22% |
| Cc1ccc2c(c1)c1nnc(SCC(=O)Nc3ccccc3C(F)(F)F)nc1n2CC(=O)O | -1% | -2 | 1% | 1% | -2% | -24 | 0% | ? | -2% | 0.2% | -10% |
| CC(C)(C)NC(=O)C(c1ccc(-c2ccccc2)cc1)N(C[C@H]1CC[C@@H]([C@@H]2CC[C@H](CO)O2)O1)C(=O)c1cccc(Cl)c1 (stereo partly specified) | -7% | nt | -21% | nt | -12% | -19 | nt | -17% | -25% | -0.4% | nt |
| CC1(c2ccccc2)NC(=O)N(CC(=O)Nc2cc3c(cc2Br)OCCO3)C1=O (stereo unspecified) | -7% | nt | -18% | nt | 10% | 10 | nt | ? | 5% | -0.4% | nt |
| COC(=O)c1ccc(COC(=O)CNC(=O)c2ccc(-c3ccccc3)cc2)cc1 | 2% | 0 | -4% | 1% | 0% | 10 | 1% | ? | 0% | -1.6% | 2% |
| CCN(CC)CCOC(=O)c1ccc(N/C=C(/C#N)c2nc(-c3ccc(OC)c(OC)c3)cs2)cc1 | 13% | -1 | -46%[inhibitor] | -3% | -22% | ? | 0% | 4% | ? | 0.0% | nt |
| O=C(O)C1CC=CCC1C(=O)NCc1ccccc1 (stereo unspecified) | nt | 3 | -13% | -2% | 7% | 0 | -3% | -3% | 1% | -0.2% | 12% |
| Cc1ccc(CONC(=O)c2cccc(C)c2)cc1 | -1% | nt | -25% | nt | 0% | 13 | nt | ? | ? | -1.0% | nt |
| CC1CCc2nc3ccc(S(=O)(=O)N4CCC(C(=O)NCc5ccccc5Cl)CC4)cc3c(C(=O)O)c2C1 (stereo unspecified) | 1% | -3 | -12% | -4% | 7% | -20 | nt | 1% | -5% | 0.0% | ? |
| COc1ccc(S(=O)(=O)N2CCSC2C)cc1C (stereo unspecified) | -4% | 4 | ? | -7% | 1% | 6 | 2% | ? | 0% | 0.2% | -15% |
| CCCn1cc(CN2CCC(n3nccc3NC(=O)CCOc3ccccc3)CC2)c(C)n1 | 0% | -1 | -14% | -2% | 2% | -2 | nt | -1% | 3% | 0.1% | 0% |

No new results follow: six of the compounds above.
| Structure | PTAP TSG101 blk | FBPA coupling cs | a7 integrin act | GALK inh | ASM inhibitor | Giardia killer | PKM2 activator | BCR signal inh | Tb PFK block | B2AR arrestin | Menin-MLL TR inh |
| --- | --- | --- | --- | --- | --- | --- | --- | --- | --- | --- | --- |
| N#Cc1c(N2CCOCC2)nc(N2CCCCC2)c2c1CCN(C1CCCCC1)C2 | -5% | -1 | -7% | 0% | 61%[activator] | 9 | -5% | -8% | -2% | -0.4% | -22% |
| Cc1ccc2c(c1)c1nnc(SCC(=O)Nc3ccccc3C(F)(F)F)nc1n2CC(=O)O | -1% | -2 | 1% | 1% | -2% | -24 | 0% | ? | -2% | 0.2% | -10% |
| CC(C)(C)NC(=O)C(c1ccc(-c2ccccc2)cc1)N(C[C@H]1CC[C@@H]([C@@H]2CC[C@H](CO)O2)O1)C(=O)c1cccc(Cl)c1 (stereo partly specified) | -7% | nt | -21% | nt | -12% | -19 | nt | -17% | -25% | -0.4% | nt |
| CC1(c2ccccc2)NC(=O)N(CC(=O)Nc2cc3c(cc2Br)OCCO3)C1=O (stereo unspecified) | -7% | nt | -18% | nt | 10% | 10 | nt | ? | 5% | -0.4% | nt |
| COC(=O)c1ccc(COC(=O)CNC(=O)c2ccc(-c3ccccc3)cc2)cc1 | 2% | 0 | -4% | 1% | 0% | 10 | 1% | ? | 0% | -1.6% | 2% |
| CCN(CC)CCOC(=O)c1ccc(N/C=C(/C#N)c2nc(-c3ccc(OC)c(OC)c3)cs2)cc1 | 13% | -1 | -46%[inhibitor] | -3% | -22% | ? | 0% | 4% | ? | 0.0% | nt |

(listing goes on)
| Structure | PTAP TSG101 blk | FBPA coupling cs | a7 integrin act | GALK inh | ASM inhibitor | Giardia killer | PKM2 activator | BCR signal inh | Tb PFK block | B2AR arrestin | Menin-MLL TR inh |
| --- | --- | --- | --- | --- | --- | --- | --- | --- | --- | --- | --- |
| O=C(O)CCNC(=S)Nc1cccc(F)c1 | -3% | 0 | -14% | 5% | 0% | 38[activator] | -4% | 3% | -20% | -0.7% | nt |
| COC1CCCN(C(=O)c2ccc(OC3CCN(CCc4ccccc4)CC3)cc2)C1 (stereo unspecified) | -4% | -1 | -8% | -1% | 0% | -7 | -3% | -2% | -3% | -0.5% | -19% |
| CCc1ccc(C2C(C#N)=C(N)SC(N)=C2C#N)cc1 | 100%[activator] | -16 | 18% | 0% | -4% | 9 | 2% | 12% | -4% | 0.0% | 5% |
| COc1ccc(CCNC(=O)C(NC(=O)OCc2ccccc2)C(C)C)cc1OC (stereo unspecified) | -4% | 0 | -19% | -1% | -3% | 10 | -4% | ? | -3% | 0.4% | nt |
| O=C(Cc1cccs1)NCc1cccc(C(F)(F)F)c1 | -5% | 1 | 14% | -1% | 0% | -17 | nt | 7% | -11% | 0.1% | -3% |
| COCCNC(C(=O)Nc1cc(Cl)cc(Cl)c1)c1ccccc1 (stereo unspecified) | -4% | 1 | -9% | 0% | 1% | -3 | 0% | ? | 2% | -0.1% | 3% |
| CC(C)(C)CN1CCC(n2nccc2NC(=O)c2ccccc2Cl)CC1 | 1% | 3 | -5% | 0% | 1% | -28 | -6% | -2% | 0% | 0.0% | 8% |
| COc1ccc(OCCSc2nnc(CC(=O)Nc3cccc(Cl)c3Cl)n2C)cc1 | nt | 6 | 9% | -3% | -2% | -6 | -8% | -2% | 2% | 0.1% | -13% |
| COc1cccc(/C=N/NC(=O)c2cccc([N+](=O)[O-])c2)c1OS(=O)(=O)c1ccccc1 | -1% | 2 | -21% | -4% | -7% | -17 | 5% | ? | 2%[0.46 µM] | -0.3% | 93%[activator] |
| COc1ccc(/C=C/C(=O)NCCCN2CCCCCC2)cc1 | -2% | 4 | -20% | 1% | 1% | -16 | nt | 2% | 3% | -0.6% | -26% |
| COc1cccc(/C=C2\Sc3ccc(C(=O)NCc4cccnc4)cc3N(C)C2=O)c1 | -3% | 0 | -18% | 1% | 0% | -19 | 4% | ? | -4% | 0.2% | 21% |
